Wnt act – activators of Wnt/beta-catenin signaling | Wnt/beta-catenin reporter cell assay, activator, plate reader | activation, % at 9.35 µM | actives 1.2% (n = 300,000); in the data active = activation above about 30%, passing the limit was not always enough; inconclusive = no clear call, values can overlap the other calls;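 note: 0% = neutral control wells and 100% = positive control wells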
Active calls of the source: *; ? = inconclusive. An excerpt, so the mix of outcomes need not match the whole.

SMILES	Wnt act
COc1ccccc1Cc1c(-c2ccc(OC)c(OC)c2)nc2c3ccccc3ccn12	-1.0
CC(=O)N1CCC(C(=O)N2c3ccccc3N=C(c3ccc4c(c3)OCO4)C2C(=O)NCc2ccccc2)CC1 (centres undefined)	5.0
CCOC(=O)C1=CC[C@@H](c2ccc([N+](=O)[O-])cc2)N(S(=O)(=O)c2ccc(C)cc2)[C@H]1c1ccccc1	-3.2
CC(C)C[C@@H](CN1CCC[C@@H]1CN1C(=S)NC[C@@H]1Cc1ccc(O)cc1)N1C[C@H](Cc2ccc(O)cc2)N(CC2CCCCC2)C1=S	-26.4
COc1ccc(CN2C(=O)CSCC2(C)C(=O)NCc2ccccc2)cc1 (centres undefined)	-1.3
CC(C)(C)NC(=O)C(c1cc2ccccc2o1)n1c(=O)c(-c2cc3ccccc3[nH]2)nc2ccccc21 (centres undefined)	-0.1
O=S1(=O)CC(N2CCCC2)CN1Cc1cn(Cc2ccc(F)cc2)nn1 (centres undefined)	1.4
Cc1ccccc1CN1C(=O)CSCC1(C)C(=O)Nc1ccc2c(c1)OCCO2 (centres undefined)	-5.3
CC(C)CC(=O)[C@@H](O)Cc1ccc(O)cc1	-2.4
CCCCn1nnnc1C(c1cc2ccccc2o1)N(CCN(C)C)Cc1ccccc1 (centres undefined)	-1.5
CC(C)NC(=O)N1Cc2cc(C(=O)NC3CCCC3)nc(-c3cccc(-c4cccnc4)c3)c2[C@@H]1CCO	0.1
O=C1C(Sc2cccc(F)c2)=C[C@@]2(O)CC[C@@H](O)[C@]1(Sc1cccc(F)c1)[C@H]2O	-1.5
Cc1c(C(=O)NCc2ccccc2)sc(=O)n1Cc1ccccc1F	-6.0
Clc1cccc(-c2nc3c4ccccc4ccn3c2CC2CCCCC2)c1	-1.2
Cc1cccc(C)c1-n1nnnc1C1c2ccccc2C(=O)N1CCOc1ccccc1 (centres undefined)	22.4
C#CCN(Cc1cccc(F)c1)C(=O)c1nnc2c3cc(F)ccc3n(S(=O)(=O)c3ccc(OC)cc3)c2n1	-8.4
C#CCNC(=O)C[C@@H]1C[C@@]2(C(=O)OCC)CCC=C2N(CCC2=CCCCC2)C1=O	-1.1
O=C(COc1ccc(Br)cc1)OCC(=O)c1ccc[nH]1	-0.6
Cc1cnc(-c2nc3ccccc3n2C(C(=O)NC(C)(C)C)c2cc3ccccc3o2)cn1 (centres undefined)	22.7
COc1ncc(-c2ccc(N3C(c4ccsc4)=Cc4ccc(F)cc4C3CC(C)=O)cc2)cn1 (centres undefined)	2.5
Nc1ccn([C@@H]2O[C@H](C(=O)N3CCSC3)[C@@H](O)[C@H]2O)c(=O)n1	0.4
Cn1c(=O)ccc2ccccc21	-0.9
Cc1ccc(CN2CC(N3CCN(Cc4cccc(C)c4)CC3)CS2(=O)=O)cc1 (centres undefined)	-1.6
COC(=O)[C@]12C[C@H](CC(=O)NCc3cccc4ccccc34)C(=O)N(Cc3ccccc3)C1=C[C@H](C(C)(C)C)O[C@@H]2C	-17.0
CCOC(=O)[C@]12CCC=C1N(CCC1=CCCCC1)C(=O)[C@H](CC(=O)NCc1ccc(OC)c(OC)c1)C2	-2.8
C[C@@H]1ON(C)[C@H]2C[C@H]3c4[nH]c5cccc(-c6cccc(F)c6)c5c4CCN3C(=O)[C@@H]12	-3.7
C[C@@H]1ON(C)[C@H]2C[C@H]3c4[nH]c5c(-c6ccc(Cl)cc6)cccc5c4CCN3C(=O)[C@@H]12	-1.9
C[C@@H]1CN([C@H](C)CO)C(=O)CCCn2cc(nn2)CO[C@H]1CN(C)C(=O)c1ccccc1	-1.5
Cc1cccc(C)c1NC(=O)C1C(c2ccc3c(c2)OCO3)=Nc2ccccc2N1C(=O)c1cccc(C(F)(F)F)c1 (centres undefined)	-4.3
COC(=O)[C@]1(Cc2ccccc2)NC=C(C(=O)c2ccc(F)cc2)[C@@H]1c1ccccc1	-1.9
CCOC(=O)N1CCN(C(=O)C[C@@H]2C[C@@]3(C(=O)OCC)CCC=C3N(Cc3cccc4ccccc34)C2=O)CC1	-1.7
COc1ccc(Nc2c(CCc3ccccc3)nc3nc(C)cc(C)n23)cc1	8.6
O=C1NC[C@H](Cc2ccccc2)N(C[C@@H]2CCCN2C[C@H](Cc2ccc(O)cc2)N2C[C@H](Cc3ccc(O)cc3)N(CCc3ccccc3)C(=O)C2=O)C1=O	-2.1
CCOC(=O)C1=CCN(S(=O)(=O)c2cccc(Cl)c2)C1c1ccc(Br)cc1 (centres undefined)	-1.2
O=C(C(=O)N1CCN(c2ccccc2)CC1)c1ccncc1	-1.1
O=C(/C=C(\Nc1ccccc1)c1ccccc1)c1ccccc1	?
COc1ccc([C@@H]2CC(=O)[C@@H]3CN(S(=O)(=O)c4ccc(C)cc4)[C@H](c4cccc(Cl)c4)C[C@@H]3N2S(=O)(=O)c2ccccc2)cc1	-3.3
CCC(c1nnnn1-c1ccc2c(c1)OCCO2)N1CCN(c2ccc(C(F)(F)F)cc2[N+](=O)[O-])CC1 (centres undefined)	-3.4
COc1ccc(-c2nc3cc(C)c(Br)c(C)n3c2Cc2ccccc2)cc1OC	-1.6
CCCCC[C@H](C)N1C[C@@H](COCc2ccccc2)Oc2cc(N3CC[C@H](O)C3)ccc2S1(=O)=O	-1.2
CC(C)C[C@@H](COCc1ccc(F)cc1)N1CCN(C(=O)c2cccc(C(F)(F)F)c2)CCC1=O	2.0
CC(C)[C@H](NC(=O)[C@@H]1Cc2c([nH]c3ccccc23)C2c3ccccc3C(=O)N21)C(=O)N1CCC[C@H]1C(=O)O (some centres undefined)	-1.9
Cc1cc(Br)cn2c(Cc3cccc(F)c3)c(-c3ccc(Cl)cc3)nc12	-6.9
CCOC(=O)C1=CCN(S(=O)(=O)c2ccc(Cl)cc2)C1c1ccccc1 (centres undefined)	-1.6
Cc1ccc2nc(-c3cccc(Br)c3)c(Cc3ccccc3)n2c1	21.7
Cn1c(N)c(C(=O)Nc2ccccc2)c(=O)[nH]c1=O	7.6
CCOC(=O)C1=CCC(c2ccccc2)N(S(=O)(=O)c2ccccc2C)C1 (centres undefined)	-1.2
CC(=O)c1sc(Nc2ccc(Oc3ccccc3)cc2)nc1C	5.7
Cc1cccc(C)c1NC(=O)C(c1ccccc1OC(F)(F)F)N1CCN(C)CC1 (centres undefined)	2.0
CCCCOCCCNC(=O)C[C@H]1C[C@@]2(C(=O)OC)C(=C[C@H](C(C)C)O[C@@H]2C2CC2)N(Cc2ccccc2)C1=O	-3.7
Additional compounds follow:
SMILES	Wnt act
COC(=O)[C@@]1(Cc2ccc(F)cc2)[C@H]2c3cc(C(=O)N4CCCC4)n(Cc4cc(F)cc5c4OCOC5)c3C[C@H]2CN1C(=O)c1ccccc1	-1.6
O=S1(=O)CC(N2CCN(CC3CC3)CC2)CN1Cc1ccccc1 (centres undefined)	-1.6
Nc1nc2c(ncn2[C@@H]2O[C@H](C(=O)N[C@H](Cc3ccccc3)C(=O)NCc3ccc4c(c3)OCO4)[C@@H](O)[C@H]2O)c(=O)[nH]1	-2.5
O=c1cc(CN2CCN(c3ccccc3F)CC2)c2ccccc2o1	1.1
COc1ccc(-c2cc3c(o2)CCCC3OCCN2CCOCC2)cc1 (centres undefined)	2.2
COC(=O)c1cc2c(c3c4ccccc4n(S(=O)(=O)c4ccccc4)c13)C(=O)N(Cc1ccc(N(C)C)cc1)C2	-3.7
O=C1NC[C@H](CCCCN2C[C@H](Cc3ccccc3)N(CCC3CCCCC3)C(=O)C2=O)N(Cc2ccccc2)C1=O	-1.5
Nc1nc2c(ncn2[C@@H]2O[C@H](CNCc3ccc4ncccc4c3)[C@@H](O)[C@H]2O)c(=O)[nH]1	-0.2
CCOC1=C2CN(S(=O)(=O)c3ccc(C)cc3)[C@H](c3ccccc3)C[C@@H]2N(S(=O)(=O)c2ccc(Br)cc2)[C@H](c2ccccc2)C1	-1.7
CC1(C(=O)NS(=O)(=O)c2ccccc2Cl)CCN1C(=O)C1(c2ccc(Cl)cc2)CCC1 (centres undefined)	8.8

Molecules from the list above that have a nitro group on carbon, in the order listed:
SMILES	Wnt act
CCOC(=O)C1=CC[C@@H](c2ccc([N+](=O)[O-])cc2)N(S(=O)(=O)c2ccc(C)cc2)[C@H]1c1ccccc1	-3.2
CCC(c1nnnn1-c1ccc2c(c1)OCCO2)N1CCN(c2ccc(C(F)(F)F)cc2[N+](=O)[O-])CC1 (centres undefined)	-3.4

(list continues)
SMILES	Wnt act
COC(=O)c1cc2c(c3c4cc(F)ccc4n(S(=O)(=O)c4cccc(C)c4)c13)C(=O)N(c1ccc(OC)cc1)C2	2.6
O=C(C[C@H]1CC[C@H]2[C@@H](COC[C@@H](O)CN2S(=O)(=O)c2ccc(F)cc2)O1)N[C@@H]1CCN(Cc2ccccc2)C1	-0.6
CS(=O)(=O)c1ccc(OCCCN2CCC(C(O)(c3ccccc3)c3ccccc3)CC2)cc1	-7.4
CCCCN1CC(COCc2ccccc2)Oc2cccc(Oc3ccc(F)cc3OC)c2S1(=O)=O (centres undefined)	-2.7
c1ccc(Cc2cnc(N3CCN(Cc4cccc(-c5ccsc5)n4)CC3)nc2)cc1	-3.2
COC(=O)[C@]12C[C@H](CC(=O)NCc3cccs3)C(=O)N(CCc3ccc(OC)c(OC)c3)C1=C[C@H](C(C)(C)C)O[C@@H]2C	-2.2
Clc1ccc(-c2nc3ccc(Br)cn3c2Cc2ccsc2)cc1	11.8
Cc1noc(C)c1Cn1c(C)c(C(=O)NCc2ccc3c(c2)OCCO3)sc1=O	0.9
COC(=O)N1C[C@H](OCc2ccccc2)[C@H]2C[C@@H]1c1ccccc1O2	-4.9
COc1cccc(-c2ccc(CN3C(C(C)C)C(=O)N(Cc4cn(CCC5OCCO5)nn4)CCS3(=O)=O)cc2)c1OC (centres undefined)	0.5

Sorted by length of the SMILES (low to high): four of the compounds above
SMILES	Wnt act
c1ccc(Cc2cnc(N3CCN(Cc4cccc(-c5ccsc5)n4)CC3)nc2)cc1	-3.2
COC(=O)N1C[C@H](OCc2ccccc2)[C@H]2C[C@@H]1c1ccccc1O2	-4.9
COc1cccc(-c2ccc(CN3C(C(C)C)C(=O)N(Cc4cn(CCC5OCCO5)nn4)CCS3(=O)=O)cc2)c1OC (centres undefined)	0.5
O=C(C[C@H]1CC[C@H]2[C@@H](COC[C@@H](O)CN2S(=O)(=O)c2ccc(F)cc2)O1)N[C@@H]1CCN(Cc2ccccc2)C1	-0.6

Continued.
SMILES	Wnt act
O=C1NC[C@H](CCCCN2C[C@H](Cc3ccc(O)cc3)N(CCc3ccccc3)C(=O)C2=O)N(CCc2ccccc2)C1=O	-1.1
COc1ccc(Cc2c(-c3ccc(C)cc3)nc3cc(C)c(Br)c(C)n23)c(C)c1	-2.4
COC(=O)[C@]12C[C@H](CC(=O)N3CCOCC3)C(=O)N(CCC3=CCCCC3)C1=C[C@H](C(C)(C)C)O[C@@H]2C	-2.4
Cc1cccc(C)c1NC(=O)C1c2ccccc2OCC(=O)N1CCc1c[nH]c2ccccc12 (centres undefined)	-0.3
C#CCOCCOCCOCCNc1nc(N2CCN(C(=O)C([C@@H](C)CC)n3cc(C(N)COC(=O)C(F)(F)F)nn3)CC2)nc(N2CCN(C(=O)[C@H](Cc3ccc(O)cc3)n3cc(C(N)[C@H](C)CC)nn3)CC2)n1 (some centres undefined)	-1.9
Cc1cccc(C)c1NC(=O)C(c1cccc(F)c1)N1CCN(C)CC1 (centres undefined)	-5.2
O=C([C@H]1O[C@@H](n2ccc(=O)[nH]c2=O)[C@H](O)[C@@H]1O)N(CCC1=CCCCC1)CC1CC1	-0.1
CCCCCCCCN1C(=O)[C@H](CC(=O)NCc2cccs2)C[C@@]2(C(=O)OC)CCCCC=C12	-1.1
CCCCCNC(=O)C(CCc1ccccc1)n1c(=O)c(-c2ccccc2)nc2ccccc21 (centres undefined)	-5.1
Cc1cccc(C)c1NC(=O)C(c1ccccc1)N1CCN(c2ccc(F)cc2)CC1 (centres undefined)	-0.3
CCCCCCCN(c1ccccc1)C1C[C@H]2CCCC(=O)N3CC[C@@H](C1)[C@@H]23 (some centres undefined)	-7.6
CCCCCCCCN1C(=O)[C@@H](CC(=O)NCCc2ccccc2OC)C[C@@]2(C(=O)OC)C1=C[C@H](C1CCCC1)O[C@@H]2C	-23.4
CCCCNC(=O)C[C@@H]1C[C@@]2(C(=O)OCC)CCC=C2N(Cc2cccc3ccccc23)C1=O	-1.8
COc1cccc(-c2nc3nc(C)cc(C)n3c2Nc2c(C)cccc2C)c1	-1.0
COC(=O)C1=CN(c2ccc(C(C)(C)C)cc2)C(N)=C(C#N)C1c1cccc2ccccc12 (centres undefined)	-10.3
CC1(C(=O)NCc2ccccc2)CN(S(C)(=O)=O)CC(=O)N1CCc1ccc(O)cc1 (centres undefined)	-1.3
CC(C)=CCC/C(C)=C/CN1C(=O)N(c2ccc(F)cc2)[C@H]2C[C@@H](c3ccccc3)[C@@H](C)[C@@H](C(=O)N3CCOCC3)C[C@H]21	-24.2
CC(=O)CC1N(S(=O)(=O)c2ccc(C)cc2)c2ccccc2N1S(=O)(=O)c1ccc(C)cc1	-2.1
CC1=N/C(=C\c2ccc([N+](=O)[O-])cc2)C(=O)N1c1ccc(C)c(Cl)c1	-1.5
CCCCn1nnnc1C(c1ccccc1)N1CCN(Cc2c(F)cccc2Cl)CC1 (centres undefined)	-2.4
CCOc1cc(OCC)cc(C(=O)N2CCC[C@H]2C(=O)N2CCC[C@H]2C(=O)NCc2ccc(F)cc2F)c1	-1.6
COC(=O)[C@@]1(Cc2ccc(F)cc2)[C@H]2c3cc(C(=O)N4CCCC4)n(Cc4ccc(C(F)(F)F)nc4)c3C[C@H]2CN1C(=O)c1ccccc1	-6.3
CCOC(=O)c1cc2cc(OC)ccc2n1C1CCN(C)CC1	-0.9
CN(Cc1cn(Cc2ccc(Cl)cc2)nn1)C1CN(Cc2cn(Cc3ccc(Cl)cc3)nn2)S(=O)(=O)C1 (centres undefined)	-2.3
CN1CCCCC(NC(=O)c2ccc(F)cc2)C1=O (centres undefined)	-2.2

Quoted from the listing.
Wnt act with CCOC(=O)c1cc2cc(OC)ccc2n1C1CCN(C)CC1 stands at -0.9
Wnt act with CN(Cc1cn(Cc2ccc(Cl)cc2)nn1)C1CN(Cc2cn(Cc3ccc(Cl)cc3)nn2)S(=O)(=O)C1 (centres undefined) stands at -2.3
Wnt act with CCOc1cc(OCC)cc(C(=O)N2CCC[C@H]2C(=O)N2CCC[C@H]2C(=O)NCc2ccc(F)cc2F)c1 stands at -1.6
Wnt act with COC(=O)[C@@]1(Cc2ccc(F)cc2)[C@H]2c3cc(C(=O)N4CCCC4)n(Cc4ccc(C(F)(F)F)nc4)c3C[C@H]2CN1C(=O)c1ccccc1 stands at -6.3
